# Bioassay records from PubChem.
# STK33 kin inh – STK33 kinase inhibitors, primary screen, biochemical, luminescence, ADP-Glo, MBP substrate | inhibition, % at 12.5 µM | 27,000 tested, 0.44% active; in the data active means inhibition above about 20%; inconclusive means no clear call, values can overlap the other calls
# Target sequence (Q9BYT3 whole entry, looked up): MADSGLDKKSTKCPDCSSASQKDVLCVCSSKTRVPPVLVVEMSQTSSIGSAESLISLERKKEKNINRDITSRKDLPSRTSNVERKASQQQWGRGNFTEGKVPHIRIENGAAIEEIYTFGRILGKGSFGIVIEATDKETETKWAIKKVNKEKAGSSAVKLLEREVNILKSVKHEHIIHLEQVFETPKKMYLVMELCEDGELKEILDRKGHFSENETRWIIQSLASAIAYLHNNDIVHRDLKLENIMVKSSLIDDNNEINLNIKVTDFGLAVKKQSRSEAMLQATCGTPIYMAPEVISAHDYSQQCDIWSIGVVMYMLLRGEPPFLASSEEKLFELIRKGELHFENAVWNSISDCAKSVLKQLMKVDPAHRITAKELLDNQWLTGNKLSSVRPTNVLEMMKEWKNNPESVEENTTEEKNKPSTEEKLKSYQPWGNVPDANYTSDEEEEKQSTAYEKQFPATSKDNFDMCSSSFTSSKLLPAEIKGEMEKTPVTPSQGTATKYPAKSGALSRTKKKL
# mut p53 react – mutant p53 pathway re-activators, primary screen, cell-based, SW480, luciferase, single point, HTS; 28,000 tested, 1.5% active; activation, % at 9.98 µM; SW480 PUMA-promoter luciferase, p53 mutant reactivation; AID 624151, 2012; in the data active means activation above about 52%; inconclusive means no clear call, values can overlap the other calls
# * marks the source's active call; other numbers are inactive results; ? = inconclusive; . = no result given. Some of the compounds tested; the hit share may differ from the screen's.
SMILES,STK33 kin inh,mut p53 react
C[C@@H]1CCCCO[C@@H](CN(C)C(=O)Nc2ccccc2)[C@H](C)CN([C@H](C)CO)C(=O)c2cc(NC(=O)Nc3ccccc3)ccc2O1,.,-39
COc1ccc(S(=O)(=O)N(C)C[C@H]2Oc3ccc(NS(=O)(=O)c4ccccc4)cc3CC(=O)N([C@@H](C)CO)C[C@H]2C)cc1,-3,.
OCC1OC(n2cnc3c(NC4CCCC4)ncnc32)C(O)C1O (stereo not drawn),.,6
C[C@H](CO)N1C[C@H](C)[C@H](CN(C)Cc2ccc(Cl)c(Cl)c2)Oc2ccc(NC(=O)c3ccncc3)cc2CC1=O,0,18
C[C@@H]1CN([C@@H](C)CO)C(=O)c2cc(C#CC(C)(C)O)cnc2O[C@H]1CN(C)Cc1cccc(F)c1,.,-8
COC(=O)c1c(C)n(CCNc2ccc([N+](=O)[O-])cc2)c2ccc(O)cc12,2,-21
CCc1ccc(-n2cc3c(c(C#N)c2=N)CC(C)(C)CC3=O)cc1,.,47
C[C@H]1CN([C@@H](C)CO)C(=O)c2cc(NC(=O)CCN3CCOCC3)ccc2O[C@H]1CN(C)C(=O)Nc1cccc2ccccc12,-1,.
O=C(O)CNS(=O)(=O)c1cccc2nsnc12,-2,9
C[C@@H]1CCCCO[C@@H](CN(C)S(=O)(=O)c2cccs2)[C@@H](C)CN([C@H](C)CO)C(=O)c2cc(NC(=O)c3ccncc3)ccc2O1,0,.
COc1cccc(C2C(C(=O)c3ccco3)C(=O)C(=O)N2CCN(C)C)c1OC (stereo not drawn),0,-9
CN(CC(=O)Nc1ncn[nH]1)S(=O)(=O)c1ccc2ccccc2c1,0,0
C[C@@H]1CN([C@H](C)CO)C(=O)c2cc(NS(=O)(=O)c3ccccc3)ccc2O[C@@H](C)CCCCO[C@@H]1CN(C)C(=O)c1ccncc1,.,1
C[C@@H]1CN([C@H](C)CO)C(=O)CCCn2cc(nn2)CO[C@@H]1CN(C)C(=O)Nc1ccc(C(F)(F)F)cc1,-2,.
Cc1noc(C)c1NC(=O)N(C)C[C@H]1Oc2ccc(NC(=O)c3ccncc3)cc2CC(=O)N([C@@H](C)CO)C[C@H]1C,-1,11
Cc1cccc(C)c1NC(=O)CN(c1cccc(F)c1)S(C)(=O)=O,-2,-2
COc1ccccc1CN1C(=O)c2ccccc2[C@](Cc2ccccc2I)(C(=O)NCc2ccccc2)[C@@H]1c1ccc(CO)cc1,-3,.
C[C@@H]1CN([C@H](C)CO)C(=O)Cc2cc(NC(=O)Nc3ccc(F)cc3)ccc2O[C@@H]1CN(C)Cc1ccc(C(F)(F)F)cc1,1,.
CNC[C@@H]1Oc2ccc(NS(C)(=O)=O)cc2C(=O)N([C@@H](C)CO)C[C@@H]1C,-1,.
COCC#Cc1cnc2c(c1)C(=O)N([C@@H](C)CO)C[C@H](C)[C@H](CN(C)C(=O)c1ccc3c(c1)OCO3)O2,.,16
CC(C)NC(=O)N(C)C[C@@H]1Oc2ccc(NC(=O)Cc3ccccc3)cc2CC(=O)N([C@H](C)CO)C[C@@H]1C,-1,.
CC(NS(=O)(=O)c1cccc(Cl)c1)C(=O)Nc1ccc(Br)cc1F (stereo not drawn),-1,6
COc1ccccc1CNC(=O)C[C@H]1C[C@@H]2c3cc(NC(=O)c4ccc5c(c4)OCO5)ccc3O[C@@H]2[C@@H](CO)O1,.,-2
C[C@H](CO)N1C[C@H](C)[C@H](CN(C)C(=O)Nc2ccc(F)cc2)Oc2ccc(NC(=O)C3CCCCC3)cc2CC1=O,2,.
C[C@H]1CN([C@@H](C)CO)C(=O)c2cc(NC(=O)Nc3ccc4c(c3)OCO4)ccc2O[C@@H]1CN(C)Cc1ccc(Cl)c(Cl)c1,0,.
COc1ccc(C)cc1S(=O)(=O)N(C)CC(=O)N1CCCC1,4,6
C/C=C/c1cnc2c(c1)C(=O)N([C@@H](C)CO)C[C@@H](C)[C@@H](CN(C)C(=O)Nc1ccc(OC)cc1)O2,.,6
Cc1ccc(S(=O)(=O)N(C)Cc2nc(-c3ccncc3)no2)cc1,-3,-25
Cn1c(SCC(=O)Nc2ccc(F)c(F)c2)nnc1-c1ccccn1,-5,3
COc1ccc(NC(=O)Nc2cccc3c2O[C@H](CN(C)S(=O)(=O)c2ccc(OC)cc2)[C@H](C)CN([C@H](C)CO)C3=O)cc1,.,1
O=C(C1CCCO1)N1N=C(c2c(-c3ccccc3)c3cc(Cl)ccc3[nH]c2=O)CC1c1ccco1 (stereo not drawn),0,-20
Cc1noc(C)c1S(=O)(=O)N(C)C[C@H]1Oc2ccc(NC(=O)C3CCCCC3)cc2CC(=O)N([C@@H](C)CO)C[C@H]1C,-1,1
Cc1noc(C)c1NC(=O)N(C)C[C@H]1Oc2ccc(NC(=O)Nc3cccc4ccccc34)cc2C(=O)N([C@H](C)CO)C[C@@H]1C,-1,-6
C[C@@H]1CN([C@H](C)CO)C(=O)c2cc(NC(=O)C3CCCCC3)ccc2O[C@@H]1CN(C)C(=O)Nc1ccc(C(F)(F)F)cc1,.,4
C[C@H](O)C#Cc1ccc2c(c1)O[C@@H](CN(C)C(=O)CC1CC1)[C@@H](C)CN([C@@H](C)CO)S2(=O)=O,.,5
C[C@H]1CN([C@@H](C)CO)C(=O)CCCn2cc(nn2)CO[C@H]1CN(C)S(=O)(=O)c1ccccc1,-1,1
Cc1ccc(S(=O)(=O)N(C)C[C@H]2Oc3ccc(NS(C)(=O)=O)cc3C(=O)N([C@@H](C)CO)C[C@@H]2C)cc1,0,-6
C[C@H](CO)N1C[C@H](C)[C@H](CN(C)C(=O)Cc2ccccc2)OCCCC[C@H](C)Oc2ccc(N(C)C)cc2C1=O,.,-1
COc1c(Cl)ccc(Cl)c1C(=O)Nc1ccc(S(=O)(=O)Nc2cc(C)nc(C)n2)cc1,1,0
Cc1ccc(OCC(=O)Nc2cc3nn(-c4ccc(C)cc4)nc3cc2C)cc1,-1,29
C[C@H]1CN([C@@H](C)CO)C(=O)c2cc(NC(=O)Cn3cnnn3)ccc2O[C@H]1CN(C)Cc1ccc(-c2ccccc2)cc1,0,.
C[C@@H]1CCCCO[C@@H](CN(C)Cc2ccc3c(c2)OCO3)[C@H](C)CN([C@H](C)CO)C(=O)c2cc(NS(=O)(=O)c3ccccc3)ccc2O1,.,-20
O=C1O[C@H](c2ccccc2)[C@H](c2ccccc2)N2[C@H]1[C@@H](C(=O)O)[C@]1(C(=O)Nc3ccc(C#CC4=CCCCC4)cc31)[C@H]2c1ccc(O)cc1,7,.
COc1ccc(S(=O)(=O)N(C)CC(=O)Nc2ccccc2C(F)(F)F)cc1,9,-11
C[C@@H]1CN([C@@H](C)CO)C(=O)c2cc(NC(=O)Nc3ccc(F)cc3)ccc2O[C@H]1CN(C)Cc1ccc(Oc2ccccc2)cc1,5,.
COCC#Cc1cnc2c(c1)C(=O)N([C@@H](C)CO)C[C@H](C)[C@@H](CN(C)C(=O)c1cccnc1)O2,.,10
C[C@@H]1CN([C@H](C)CO)C(=O)Cc2cc(NS(=O)(=O)c3ccc(Cl)cc3)ccc2O[C@H]1CN(C)Cc1ccc(-c2ccccc2)cc1,4,.
Cc1nnc2sc(-c3cccc(NC(=O)C(C)Oc4ccc(Cl)cc4Cl)c3)nn12 (stereo not drawn),2,27
C[C@H]1CN([C@@H](C)CO)C(=O)c2cccc(N(C)C)c2O[C@@H]1CN(C)Cc1ccc(C(=O)O)cc1,.,5
C[C@H](CO)N1C[C@H](C)[C@H](CN(C)Cc2ccc(C(=O)O)cc2)Oc2ccc(NC(=O)Nc3ccc4c(c3)OCO4)cc2CC1=O,0,.
C[C@H]1CN([C@@H](C)CO)C(=O)c2cccc(NS(C)(=O)=O)c2O[C@H]1CN(C)Cc1ccc(Oc2ccccc2)cc1,.,-6
C[C@@H]1CCCCO[C@H](CN(C)S(=O)(=O)c2cccs2)[C@@H](C)CN([C@H](C)CO)C(=O)c2cc(NC(=O)Nc3ccccc3)ccc2O1,2,.
CC(=O)N(/N=C1\Sc2ccccc2C1=O)c1ccccc1,.,?
C[C@@H]1CN([C@H](C)CO)C(=O)c2cccc(NC(=O)C3CCOCC3)c2O[C@H]1CN(C)CC1CCCCC1,.,10
Cc1c(NC(=O)C(C)N2C(=O)c3ccccc3C2=O)c(=O)n(-c2ccccc2)n1C (stereo not drawn),11,12
C[C@H](CO)N1C[C@H](C)[C@H](CN(C)S(=O)(=O)c2cccs2)Oc2c(NS(=O)(=O)c3ccc(Cl)cc3)cccc2C1=O,.,0
O=C(O)c1cc(=O)c2c(Cl)cc(Cl)cc2[nH]1,1,.
Cc1cccc(S(=O)(=O)N(C)C[C@H]2OCc3cnnn3CCCC(=O)N([C@@H](C)CO)C[C@H]2C)c1,-1,.
C[C@H]1CN([C@@H](C)CO)C(=O)Cc2cc(NS(=O)(=O)c3cccs3)ccc2O[C@H]1CN(C)S(=O)(=O)c1cccs1,-1,.
Cc1ccc(S(=O)(=O)N(C)C[C@@H]2Oc3ccc(NC(=O)Nc4ccc5c(c4)OCO5)cc3C(=O)N([C@@H](C)CO)C[C@@H]2C)cc1,1,.

# Further structures
SMILES,STK33 kin inh,mut p53 react
C[C@H](CO)N1C[C@H](C)[C@H](CN(C)S(=O)(=O)c2cccs2)Oc2ccc(NS(=O)(=O)c3cn(C)cn3)cc2CC1=O,1,.
C[C@H](CO)N1C[C@H](C)[C@@H](CN(C)S(=O)(=O)c2ccc(Cl)cc2)Oc2ccc(NS(=O)(=O)c3cccs3)cc2CC1=O,.,-1
CC(C)S(=O)(=O)N[C@@H]1CCN(Cc2ccc(OCCO)cc2)C1,-6,.
COc1ccc(F)cc1S(=O)(=O)n1cnc2cc(C)c(C)cc21,1,10
COC(=O)c1ccc(OC(=O)CS(=O)c2ccc(C(F)(F)F)cc2[N+](=O)[O-])cc1 (stereo not drawn),0,-15
CC(C)C#Cc1cnc2c(c1)C(=O)N([C@H](C)CO)C[C@@H](C)[C@H](CN(C)C(=O)c1cccc(F)c1)O2,.,7
C[C@H]1CN([C@@H](C)CO)C(=O)Cc2cc(NC(=O)Cc3ccccc3)ccc2O[C@@H]1CN(C)S(=O)(=O)c1cn(C)cn1,5,2
C[C@@H]1CN([C@H](C)CO)C(=O)Cc2cc(NS(=O)(=O)c3ccc(Cl)cc3)ccc2O[C@H]1CN(C)S(=O)(=O)c1cn(C)cn1,-3,.
C[C@@H]1CN([C@@H](C)CO)C(=O)c2cc(NC(=O)Nc3ccc(F)cc3)ccc2O[C@H]1CN(C)C,.,-2
O=C(CCn1nc(-c2ccccc2)c2ccccc2c1=O)Nc1cccc(Br)c1,9,8
CCC(Sc1nc(C)cc(=O)[nH]1)C(=O)Nc1ccccc1C#N (stereo not drawn),1,-5
COc1ccc(NC(=O)Nc2ccc3c(c2)C(=O)N([C@H](C)CO)C[C@H](C)[C@H](CN(C)S(=O)(=O)c2ccccc2)OCCCC[C@@H](C)O3)cc1,4,.
C[C@@H]1CN([C@H](C)CO)C(=O)Cc2cc(NC(=O)C3CCCCC3)ccc2O[C@@H]1CN(C)S(=O)(=O)c1cccs1,1,.
C[C@H]1CCCCO[C@H](CN(C)C(=O)Nc2ccc3c(c2)OCO3)[C@@H](C)CN([C@@H](C)CO)C(=O)c2cc(NS(C)(=O)=O)ccc2O1,.,11
COc1ccc(S(=O)(=O)Nc2cccc3c2O[C@@H](CN(C)Cc2ccc(C(=O)O)cc2)[C@@H](C)CN([C@@H](C)CO)C3=O)cc1,.,12
C[C@H](CO)N1C[C@H](C)[C@@H](CN(C)S(C)(=O)=O)Oc2ccc(NS(=O)(=O)c3cn(C)cn3)cc2C1=O,-3,.
C[C@@H]1CN([C@H](C)CO)C(=O)c2cccc(NS(=O)(=O)c3ccccc3)c2O[C@H]1CN(C)C,.,3
CSc1ccc(C(Nc2cc(C)ccn2)c2ccc3ccc(C)nc3c2O)cc1 (stereo not drawn),4,-17
COc1ccc(S(=O)(=O)N(C)C[C@@H]2Oc3ccc(NS(=O)(=O)c4cccs4)cc3C(=O)N([C@H](C)CO)C[C@@H]2C)cc1,0,.
